WT yeast gro inh: growth inhibition of WT strain, primary screen, mitochondrial fusion inhibitor project, WT and mutant strains, chemical genetic | mitochondrial fusion phenotypic screen | inhibition, % at 10 µM | hit rate 2.1% among 190,000 | AID 1362, 2008; in the data active means inhibition above about 58%; tested in S. cerevisiae
bCat nuc transl: modulators of beta-catenin nuclear translocation, primary screen, imaging, HeLa cells, immunofluorescence, high-content. nuclear translocation activity, % at 5 µM. hit rate 0.3% among 190,000. AID 1665, 2009;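 active means nuclear translocation activity above 50% at 5 µM, with a well cell count of 50 or more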;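 further: per-cell ratio of nuclear to cytoplasmic median beta-catenin stain intensity; plate controls were DMSO negative control for no effect and GSK-3 inhibitor IX positive control for full effect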
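test system = HeLa cells, endogenous beta-catenin | dosing = single 5 µM dose plus 0.02–20 µM confirmation series | times = compound treatment 24 h, 37°C, 5% CO2 | technique = beta-catenin immunofluorescence imaging with DAPI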
Dynein cargo inh: inhibitors of GR-EGFP nuclear translocation, primary screen, dynein cargo transport inhibitor project, imaging, high-content, 3617.4 mouse cells; test concentration mostly 20 µM; stimulated with dexamethasone, 1 µM; stronger effect = lower value; z-score, hits read low; hit rate 0.47% among 220,000; AID 1381, 2008;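 active means plate z-score of nuclear minus cytoplasmic receptor signal below a set negative limit, without overly bright fluorescence or cell loss, cut at about -3.5 in these data, passing the limit was not always enough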;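 further: z-score of nuclear minus cytoplasmic ring GR-EGFP intensity difference per well; some compounds called inactive have numbers as strong as hits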
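Buffer or medium: tet-free medium with charcoal-stripped serum / Also added: dexamethasone agonist, 1.0 µM final, for 30 min / Timing: induction 48 h, compound 1 h, agonist 30 min / Measured by: high-content fluorescence imaging after fixation / Read-out: nuclear-to-cytoplasmic GR-EGFP distribution per well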
Insulin prom up: insulin promoter activators in MIN6 cells, imaging, high-content screening, mouse beta cells | MIN6 insulin promoter-GFP reporter; stronger effect = higher value | hit rate 0.3% among 190,000 | z-score at 5 µM | AID 1625, 2009;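 active means z-score above 3 at 5 µM with at least 500 cells counted in the well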
Yfh1-off respiration: enhancers of respiration in Yfh1-depleted yeast, dose response, Friedreich's ataxia, plus single-dose screen (AID 1465); S. cerevisiae Yfh1-off respiration, WST-1 reduction, 72 h; higher fold induction means a stronger effect; one-dose fold induction at 50 µM; EC50 in µM for titrated hits; hit rate 0.074% among 220,000;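 active means fold induction of absorbance versus untreated yeast above a set limit, then at least 30% activation at any dose in follow-up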;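 further: activators that raise dye reduction in frataxin-depleted yeast; strong numbers were not always called active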
MT stabilizer: microtubule stabilizers in HeLa cells, primary screen, imaging, high-content imaging | HeLa tubulin immunostaining HCS, 24 h; share of cells brighter than vehicle mean+2SD | % tubulin-high responders, % at 10 µM | hit rate 0.83% among 200,000;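 active means plate Z-score above 3 for both tubulin-high and condensed-nucleus cell shares, with cell loss under 80%, at 10 µM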;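 further: anti alpha tubulin signal scored within the nucleus-defined area of each cell; some results filed as inactive read as strong as hits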
Autophagy mod: autophagy modulators in MEF cells, primary screen, imaging, high-content, MEF GFP-LC3 | MEF GFP-LC3 puncta imaging; test concentration mostly 10 µM | calls only at 10 µM (by protocol) | hit rate 0.98% among 190,000 | AID 463193, 2010;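 active means percentage of spot-positive cells more than 3 SD above its plate mean, without a fluorescence outlier flag or 80% toxicity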;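 further: spot-positive cell cutoff set from DMSO-treated cells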
Lipid droplet: inhibitors of hepatocyte lipid droplet formation, primary screen, imaging, high-throughput imaging, BODIPY stain; inhibition, % at 6.5 µM; hit rate 0.4% among 240,000; AML12 mouse hepatocytes, oleate lipid droplets;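 active means lipid droplet intensity inhibited by at least 50%, with more than 500 cells counted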
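Material: mouse AML12 hepatocyte cell line, fixed after treatment; Timing: compound with oleate, overnight; Technique: high-content imaging of BODIPY-stained droplets and DAPI nuclei; Probe or stimulus: oleate, 100 µM final; Dosing: compound at 6.5 µM only.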
NOD2 inhibition: NOD2 signaling inhibitors, cell-based, luminescence, uHTS, HEK293 (AID 1566) | HEK293 NOD2/NF-kB luciferase reporter, luminescence; higher % means a stronger effect | inhibition, % at 4 µM; hits with a dose series show EC50 in µM | hit rate 0.63% among 290,000; in the data active means inhibition above about 50%; further: many of its hits are not listed in these tables
WT yeast gro inh mutant strain: second read-out of WT yeast gro inh, no call of its own (marks repeat the call); inhibition, %; mitochondrial fusion phenotypic screen, mutant strain inhibition
Dynein cargo inh cytoplasmic EGFP: second read-out of Dynein cargo inh, no call of its own (marks repeat the call); z-score; measured here: cytoplasmic GR-EGFP intensity; stronger effect = higher value
Dynein cargo inh nuclear GR-EGFP: recorded beside Dynein cargo inh, whose call it bears; z-score; measured here: nuclear GR-EGFP intensity;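 lower value marks the stronger effect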
Dynein cargo inh cell count: recorded beside Dynein cargo inh, whose call it bears; z-score; measured here: cell count per field
Insulin prom up cell count: also measured in Insulin prom up; calls as there; cell count; measured here: cytotoxicity, nuclei count;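 total cells summed across four imaged fields per well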
Lipid droplet cells 6.5 µM: recorded beside Lipid droplet, whose call it bears; cell count; measured here: cell count, cytotoxicity flag;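 cells counted across two imaged fields per well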
bCat nuc transl cell count 5 µM: recorded beside bCat nuc transl, whose call it bears; cell count; measured here: cell count, cytotoxicity flag
MT stabilizer Hoechst-high %: also measured in MT stabilizer; calls as there; % Hoechst-high responders; measured here: nuclear condensation Hoechst responders;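 share of cells brighter than vehicle mean plus two SD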
MT stabilizer cytotoxicity %: also measured in MT stabilizer; calls as there; toxicity, %; measured here: cytotoxicity by cell density;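 0% = mean cell density of plate MIN control wells and 100% = no cells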
Autophagy mod cell loss 18 h: also measured in Autophagy mod; calls as there; toxicity, %; measured here: cell loss, nuclei count;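 cell loss after 18 h compound exposure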
Numbers without * were called inactive; i = inactive; / = not tested or not shown.

SMILES	WT yeast gro inh	WT yeast gro inh mutant strain	bCat nuc transl	bCat nuc transl cell count 5 µM	Dynein cargo inh	Dynein cargo inh cytoplasmic EGFP	Dynein cargo inh nuclear GR-EGFP	Dynein cargo inh cell count	Insulin prom up	Insulin prom up cell count	Yfh1-off respiration	MT stabilizer	MT stabilizer Hoechst-high %	MT stabilizer cytotoxicity %	Autophagy mod	Autophagy mod cell loss 18 h	Lipid droplet	Lipid droplet cells 6.5 µM	NOD2 inhibition
Cc1ccc(CN2C(=O)N/C(=C/c3ccc4c(c3)n(C)c(=O)n4C)C2=O)cc1	6	-15	0.9	1087	0.56	-0.081	0.57	-1.5	-0.61	931	i	4.6	2.0	0.8	i	-4	8	752	-8%
CCN(CC)S(=O)(=O)c1ccc(N(C)Cc2cccnc2)nc1	-13	1	/	/	1.5	-0.41	0.83	0.19	0.79	771	i	1.9	1.9	10	i	3	3	811	13%
CC1CCCCC1NC(=O)CO/N=C/c1ccccc1OC(F)F (stereo not drawn)	-4	1	-0.3	1035	-0.2	-0.24	-0.08	0.32	-0.02	1380	i	3.0	2.9	8.6	i	6	-7	581	-18%
COCCCNC(=O)C1CCCN(S(C)(=O)=O)C1 (stereo not drawn)	-9	-11	-3.0	524	-0.25	-0.31	0.38	0.45	0.82	1185	i	4.1	2.3	10.0	i	1	19	760	12%
CS(=O)(=O)NCCOc1ccc(S(=O)(=O)NCCOc2ccccc2)cc1	-18	18	-1.0	1061	-0.5	-0.32	0.059	0.63	0.39	1067	i	2.5	3.4	3.8	i	22	5	723	16%
CCS(=O)(=O)NCCc1csc(C)n1	-13	-7	-6.0	978	0.59	-0.31	0.11	-0.17	0.98	1463	i	2.3	1.5	10	i	13	/	/	4%
COc1cc(N(C)C)c([N+](=O)[O-])cc1C(=O)NC(C)CNc1ccc([N+](=O)[O-])cc1Cl (stereo not drawn)	4	-4	3.5	1075	-1.9	-0.25	-0.75	1.3	-0.05	1320	i	8.1	3.1	9.1	i	-1	-7	688	-16%
CC(NC(=O)c1cc(COc2c(F)cccc2F)on1)c1cnn(-c2ccccc2)c1 (stereo not drawn)	17	8	-0.5	937	0.79	0.013	0.67	-2	/	/	i	2.9	2.1	8.3	i	-15	22	726	-39%
COCCNC(=S)Nc1cc(S(=O)(=O)N2CCOCC2)ccc1N1CCCCC1	22	23	-0.5	1098	-1	-0.32	-0.41	1	-0.66	1245	i	1.3	0.9	6.4	i	10	-13	790	-7%
CC(c1ccco1)N(C(=O)Nc1ccccc1)C1CCCCC1 (stereo not drawn)	-23	-7	-0.6	929	-0.7	-0.25	-0.59	1.2	-0.61	898	i	3.5	2.4	7.5	i	-34	-2	800	8%
CC(C)NC(=O)NC(=O)COC(=O)C1(C)CC1(Cl)Cl (stereo not drawn)	-16	6	-1.2	1099	0.64	-0.23	0.57	-1.5	-0.12	1301	i	3.7	3.9	7.6	i	-3	0	722	-8%
CCC(=O)N(CC)Cc1cc(=O)[nH]c2ccccc12	8	-4	-0.1	519	0.57	-0.26	0.94	-0.22	-0.18	1253	i	2.2	1.1	8.8	i	10	8	748	5%
O=C(Nc1cc(C(F)(F)F)ccc1N1CCOCC1)c1cccnc1Cl	6	-2	-0.1	1199	0.097	0.093	0.28	0.32	0.02	1285	i	1.1	1.2	9.4	i	-14	-4	794	4%
Cc1cc2ccccc2n2c(SCC(=O)NCC3CCCO3)nnc12 (stereo not drawn)	0	6	0.4	1535	-0.22	-0.24	0.0038	0.59	-0.1	1454	i	4.4	1.6	3.6	i	8	-8	749	18%
Cc1ccc(C(=O)Nc2ccc(N3CCOCC3)cc2)cc1	7	5	-0.5	1401	0.27	-0.13	0.31	0.5	-0.37	1429	i	3.3	4.4	3.7	i	3	/	/	-22%
Cc1ccc(CC(=O)OCCNC(=O)c2cccnc2)cc1	-6	-5	0.6	1132	-0.35	-0.39	-0.32	0.41	0.23	1240	i	2.8	4.0	12	i	16	/	/	0%
COc1cccc(C(O)c2nc3ccccc3n2C(C)C)c1 (stereo not drawn)	-14	-14	2.8	1218	0.031	-0.11	0.51	-0.44	-0.43	947	i	1.1	1.1	12	i	-8	1	760	20%
CC(=O)c1cccc(NC(=O)N2CCC(NC(=O)C34CC5CC(CC(C5)C3)C4)CC2)c1	-13	12	-0.5	1135	-0.18	-0.28	0.062	-0.013	-0.77	1211	i	2.6	2.0	5.3	i	5	-6	692	0%
CCCCn1c(SCc2nnc(-c3ccccc3)o2)nc2c1c(=O)n(C)c(=O)n2C	7	-25	-7.4	903	-0.17	-0.2	0.083	0.12	/	/	i	2.4	1.5	7.7	i	4	/	/	29%
Cc1cccc(NC(=O)c2sc3nc(N)c(C#N)cc3c2N)c1	-16	-3	-2.1	1185	-0.52	-0.2	0.049	0.96	-0.92	1374	i	5.0	3.6	6.5	i	6	12	643	-57%
Oc1ccccc1/C=N/n1cnn(Cc2ccccc2Cl)c1=S	-4	-7	3.4	845	-0.17	-0.27	-0.21	0.23	-1.6	1046	i	4.6	3.5	4.6	i	-9	35	650	15%
COc1ccc2oc(=O)c(C(=O)NCc3ccco3)cc2c1	-14	13	0.0	1472	-0.12	-0.14	-0.25	-0.41	0.21	1495	i	5.2	1.7	2.6	i	-3	7	657	3%
CC(=O)N(c1nc(CCl)cs1)c1ccc(C)cc1C	-6	-7	-3.0	1076	-0.67	-0.13	-0.16	-0.23	-0.04	1612	i	3.9	2.0	11	i	-14	3	717	-19%
N#Cc1nc(-c2ccc(OCc3ccccc3)cc2)oc1N1CCC(C(N)=O)CC1	4	-3	8.2	1428	-0.81	-0.25	-0.27	1.1	1.1	1463	/	3.2	3.3	6.8	i	5	/	/	13%
O=C(CCC1COc2ccccc2O1)Nc1ncccc1O (stereo not drawn)	0	1	/	/	0.064	-0.24	-0.59	-0.032	-0.45	1328	i	3.2	3.0	6.5	i	-4	1	707	-1%
Cc1cc(NS(=O)(=O)c2ccc(NC(=O)NC3CCCCC3)cc2)no1	-9	-1	-1.1	1140	1	-0.25	-0.32	0.74	0.12	1317	i	2.3	1.8	5.9	i	8	9	724	7%
Cc1ccc(NC(=O)Nc2ccnc(-c3cccnc3)n2)cc1	-30	-20	/	/	1.1	-0.2	0.57	-1.2	-0.23	902	i	1.7	3.3	15	i	9	-14	671	18%
Cc1ccsc1/C=C(\C#N)C(=O)NCc1ccco1	1	8	0.1	950	0.31	-0.21	0.46	-0.87	0.06	1319	i	5.4	2.4	1.3	i	-2	13	701	-2%
Cc1nn(-c2ccccc2)c2c1/C(=N/O)CC(C)(C)C2	1	2	-0.2	933	-0.62	-0.19	-0.14	0.73	-1	1425	/	2.0	1.4	7.0	i	13	/	/	7%
C/C(=N/NC(=O)CNC(=O)c1cccs1)c1ccco1	/	/	0.4	1324	0.53	-0.16	0.19	0.4	-0.03	1070	i	/	/	/	/	/	-2	697	14%
Cc1cc(C)c(C)c(S(=O)(=O)N[C@@H](C)C(=O)OC(C)C(=O)NC(N)=O)c1C (stereo partly drawn)	/	/	-0.1	1383	0.33	-0.77	-0.015	-0.78	0.18	963	i	/	/	/	/	/	1	682	10%
Nc1ccn(-c2ncc(C(F)(F)F)cc2Cl)c(=O)n1	6	-3	-3.9	1120	-1.1	-0.13	-0.057	-0.31	-0.01	1555	i	2.5	2.7	8.0	i	2	-1	677	12%
Cc1c(NC(=S)N/C(=N/S(=O)(=O)c2ccc(Cl)cc2)c2ccccc2)c(=O)n(-c2ccccc2)n1C	/	/	0.2	1325	-0.063	-0.28	-0.0035	-0.015	-1.3	1396	i	/	/	/	/	/	-8	707	-23%
CC(NC(=S)Nc1ccccc1)C1COc2ccccc2O1 (stereo not drawn)	6	3	-2.8	1115	0.29	-0.061	0.36	0.13	-0.14	1482	i	3.3	3.0	1.6	i	-8	2	699	-1%
Nc1nc(N)c(C=Nc2ccc(Br)cc2)c(Nc2ccc(Br)cc2)n1	/	/	-3.1	1237	-0.35	-0.22	-0.24	0.86	-0.15	1419	i	/	/	/	/	/	-9	637	-4%
COc1ccc(CN2C(=O)CN=C2Nc2ccc(C)cc2C)cc1	18	11	/	/	-0.34	-0.16	0.4	-0.18	0.36	1274	i	2.5	1.7	4.2	i	2	-49	726	10%
O=C(CSc1ccccc1)Nc1ccncc1	7	-10	/	/	1.9	-0.16	0.38	-1.4	0.37	1281	i	4.0	1.7	5.3	i	-1	-2	728	-5%

Some of these compounds in order of number of heavy atoms, largest number first.
SMILES	WT yeast gro inh	WT yeast gro inh mutant strain	bCat nuc transl	bCat nuc transl cell count 5 µM	Dynein cargo inh	Dynein cargo inh cytoplasmic EGFP	Dynein cargo inh nuclear GR-EGFP	Dynein cargo inh cell count	Insulin prom up	Insulin prom up cell count	Yfh1-off respiration	MT stabilizer	MT stabilizer Hoechst-high %	MT stabilizer cytotoxicity %	Autophagy mod	Autophagy mod cell loss 18 h	Lipid droplet	Lipid droplet cells 6.5 µM	NOD2 inhibition
Nc1nc(N)c(C=Nc2ccc(Br)cc2)c(Nc2ccc(Br)cc2)n1	/	/	-3.1	1237	-0.35	-0.22	-0.24	0.86	-0.15	1419	i	/	/	/	/	/	-9	637	-4%
CC(NC(=S)Nc1ccccc1)C1COc2ccccc2O1 (stereo not drawn)	6	3	-2.8	1115	0.29	-0.061	0.36	0.13	-0.14	1482	i	3.3	3.0	1.6	i	-8	2	699	-1%
O=C(CSc1ccccc1)Nc1ccncc1	7	-10	/	/	1.9	-0.16	0.38	-1.4	0.37	1281	i	4.0	1.7	5.3	i	-1	-2	728	-5%

Assay outcomes from PubChem BioAssay.

A portion of the library. The share of hits here may be higher or lower than overall.
